Bioassay records from PubChem BioAssay.
SR-BI uptake up: activators of SR-BI mediated HDL lipid uptake | CHO ldlA[mSR-BI] cells, DiI-HDL uptake fluorescence, 3 h; 100 = double the neutral-control signal | activation, % at 12.5 µM | hit rate 0.096% among 320,000 | AID 504775;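 active means mean replicate activation of at least 60% and every replicate at or above 60%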;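 further: 0% = median plate neutral-control signal and 100% = twice that signal; values of inactives mirror those of a sister screen read the other way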
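Assay system: LDL receptor-deficient CHO ldlA cells overexpressing murine SR-BI / Medium: BSA-supplemented, HEPES-buffered Ham's F12, pH 7.4 / Probe or stimulus: DiI-labelled HDL at 10 µg/mL final / Timing: compound with DiI-HDL co-incubation, 3 h at 37 °C / Technique: bottom-read cell fluorescence after medium removal, ex 550/em 595 nm / Measure: HDL uptake via cellular fluorescence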
E coli growth: counter-screen for AddAB inhibitors: E. coli growth inhibition; inhibition, % at 11.9 µM; E. coli V3065 growth, OD600 absorbance, 18 h; hit rate 0.27% among 330,000;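 active means inhibition above the campaign's mean inhibition across all tested compounds plus 3 SD, cut at about 9.9% in these data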;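 further: uninfected addAB+ strain grown without phage in ampicillin broth; 0% = DMSO wells and 100% = ciprofloxacin 0.95 µg/ml wells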
CAL PDZ FP-1: blocks peptide binding to human CAL PDZ domain. Q9HD26. purified CAL PDZ, TMR-peptide fluorescence polarization, 1 h. inhibition, % at 20 µM. hit rate 0.02% among 330,000. AID 504414;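 active means highest replicate inhibition of at least 40%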;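 further: plate controls were DMSO neutral control wells for no effect and unlabeled competitor peptide control wells for full effect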
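Material: tagged CAL PDZ protein CerCALP, purified; buffer or medium: sodium phosphate/NaCl buffer pH 7.4 with TCEP, IgG, Thesit; also added: fluorescent TMR peptide probe; schedule: 1 h incubation at room temperature before polarization reading; technique: fluorescence polarization from S- and P-plane intensities, G-factor corrected; control set: unlabelled peptide and DMSO controls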
phage Ecoli inh: E. coli growth loss with phage present | growth absorbance | hit rate 0.26% among 360,000 | inhibition, % at 11.9 µM | AID 651602; in the data active means inhibition above about 11%
AddAB inh: less growth of phage-infected E. coli with AddAB; E. coli expressing H. pylori AddAB, absorbance growth; inhibition, % at 11.9 µM; hit rate 0.29% among 330,000; in the data active means inhibition above about 12%;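 further: 0% = vehicle wells of infected cells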
Tat export inh: inhibitors of E. coli Tat protein transport; E. coli MC4100 TorA-mCherry Tat export, fluorescence; inhibition, % at 10 µM; hit rate 0.036% among 340,000; AID 488895;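 active means mean replicate inhibition at least 50% and at least half of replicates individually reaching 50%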;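 further: exported cargo escapes ClpAP degradation while cytoplasmic cargo is degraded and loses fluorescence; 0% = median of neutral control wells and 100% = median of NaSCN control wells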
SR-BI DiI inh: mouse SR-BI HDL lipid transfer inhibition | Q61009 | ldlA[mSR-BI] CHO cells, DiI-HDL uptake fluorescence, 3 h | inhibition, % at 12.5 µM | hit rate 0.96% among 320,000;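 active means mean replicate inhibition of at least 70% and a set share of replicates each scoring 70 or more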;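 further: 0% = median of neutral control wells and 100% = median of positive control wells; values of inactives mirror those of a sister screen read the other way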
Target sequence (Q61009 whole entry, looked up): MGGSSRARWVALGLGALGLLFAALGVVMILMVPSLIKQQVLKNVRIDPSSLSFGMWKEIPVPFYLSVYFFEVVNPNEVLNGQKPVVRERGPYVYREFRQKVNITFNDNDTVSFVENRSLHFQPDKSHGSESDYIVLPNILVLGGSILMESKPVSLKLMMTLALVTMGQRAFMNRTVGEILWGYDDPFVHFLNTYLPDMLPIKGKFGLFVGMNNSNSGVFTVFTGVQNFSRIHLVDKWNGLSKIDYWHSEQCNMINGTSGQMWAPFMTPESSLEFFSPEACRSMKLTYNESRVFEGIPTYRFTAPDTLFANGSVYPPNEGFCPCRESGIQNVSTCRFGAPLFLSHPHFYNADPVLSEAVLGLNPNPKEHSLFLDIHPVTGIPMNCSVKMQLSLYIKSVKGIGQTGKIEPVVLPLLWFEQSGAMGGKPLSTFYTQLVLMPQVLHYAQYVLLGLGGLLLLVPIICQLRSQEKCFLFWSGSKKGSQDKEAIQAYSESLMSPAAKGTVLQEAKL
MITF act: increases MITF-driven TRPM1 promoter luciferase signal; activation, % at 12.5 µM; SK-MEL-5 TRPM1-promoter luciferase, 24 h; % of positive control, neutral wells = 0; hit rate 0.75% among 300,000;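 active means mean activation of at least 80% with every replicate also reaching 80%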;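 further: 0% = neutral control wells and 100% = parthenolide positive control wells; values of inactives mirror those of a sister screen read the other way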
Wnt act: activates Wnt/beta-catenin signaling in a reporter cell assay; activator, plate reader; hit rate 1.2% among 300,000; activation, % at 9.35 µM; AID 743398; in the data active means activation above about 30%, passing the limit was not always enough;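 further: 0% = neutral control wells and 100% = positive control wells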
CAL PDZ FP-2: blocks peptide binding to the human CAL PDZ domain; hit rate 0.92% among 300,000; purified CAL PDZ, TMR-peptide fluorescence polarization, 1 h; AID 602252; Q9HD26; inhibition, % at 24.9 µM;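 active means mean inhibition of at least 30% with at least half of replicates also reaching 30%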;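 further: 0% = DMSO neutral control and 100% = excess unlabeled competitor peptide PRC23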
The depositor's hits bear a star; x = no result given.

SMILES	SR-BI uptake up	E coli growth	CAL PDZ FP-1	phage Ecoli inh	AddAB inh	Tat export inh	SR-BI DiI inh	MITF act	Wnt act	CAL PDZ FP-2
CC(C)(C)[C@H]1COC(=O)[C@H](NC(=O)OCC2c3ccccc3-c3ccccc32)C/C=C\C[C@@H](CC(=O)N[C@H](CO)Cc2ccccc2)C(=O)N1	-27	0.2	-1.2	1.9	-1.6	-5	27	1	0	-3
COc1ccc(C(=O)NC2CCN(C(=S)Nc3cccc(C)c3)CC2)cc1	-39	-1.6	-2.7	2.2	-0.9	2	39	1	0	-2
Cc1csc(C(C#N)C(=O)c2ccncc2)n1 (stereo not drawn)	16	-1.5	x	2.0	2.7	7	-16	1	x	-3
O=C(Nc1ccc(F)cc1)c1cccnc1Oc1ccccc1	22	-1.3	-1.4	2.1	-2.9	-3	-22	1	-1	-1
COc1ccc(C(=O)Nc2cccc(OC)c2)cc1	-38	1.6	-1.1	1.9	-0.1	-5	38	64	19	1
O=C(NCc1ccccn1)C(=O)NCC1OCCN1S(=O)(=O)c1ccc(F)cc1 (stereo not drawn)	x	1.9	-1.6	3.6	2.0	5	-14	0	0	0
O=C(CC1(O)C(=O)Nc2cc(Cl)cc(Cl)c21)c1ccncc1 (stereo not drawn)	8	-2.4	x	0.2	-0.4	-4	-8	-7	x	-3
CCN(CC)C(=O)C1CCN(Cc2ccc(Br)cc2)CC1	17	-2.2	-3.7	0.6	0.0	-2	-17	x	x	1
CCOc1ccccc1OCC(=O)Nc1cccc(S(=O)(=O)N2CCCCCC2)c1	-56	-0.7	-3.1	-0.4	0.5	4	56	3	-1	2
O=C(CCN1C(=O)C2C3CCC(C3)C2C1=O)OCC(=O)c1ccccc1 (stereo not drawn)	25	x	-2.6	3.8	x	-11	-25	-4	0	-4
O=C(CC(O)c1ccncc1)c1ccccc1O (stereo not drawn)	7	x	2.1	3.5	x	-2	-7	-16	-3	5
C[C@H](NC(=O)c1ccccc1)C(=O)N1CCC2(CC1)NCCc1[nH]cnc12	4	-1.9	0.0	0.7	0.5	4	-4	-1	-1	-2
CCOC(=O)CN1C(=O)N[C@@H](c2cccc(C(F)(F)F)c2)[C@@H](C(=O)OC)[C@H]1C	5	-0.4	-0.3	3.7	-0.3	4	-5	-8	-1	-3
O=C(Nn1c(-c2ccncc2)nc2ccccc2c1=O)c1ccc([N+](=O)[O-])cc1Cl	3	-2.9	-1.5	5.3	-2.6	2	-3	-6	0	2
O=C(NCc1ccccn1)C(=O)NCC1OCCN1C(=O)c1ccc(Cl)cc1 (stereo not drawn)	33	-0.3	-2.9	1.1	-0.7	-5	-33	11	1	5
Cc1ccccc1SCc1noc(C(=O)NC(C)C)c1C(=O)O	11	0.3	-0.3	2.5	2.0	1	-11	-2	2	-4
O=C(c1cc(-c2ccc(Cl)cc2)on1)N1CCOCC1	13	0.0	-1.9	3.2	-0.8	5	-13	33	x	-3
Cn1nnnc1SCC(=O)Nc1ccc(C(=O)N2CCN(Cc3ccccc3F)CC2)cc1	-1	-0.7	-1.1	0.4	2.2	-6	1	-12	-1	-3
COC(C/C=C/C(=O)[C@@H](C)OCc1ccccc1)OC	12	-1.7	-1.2	0.2	2.1	-1	-12	-12	2	1
O=C1CSC(c2ccccc2)N1c1ccc(F)cc1F (stereo not drawn)	-6	0.2	-0.2	1.4	-0.7	-3	6	11	0	-1

Pulled by compound from the entries so far, three records:
SMILES	SR-BI uptake up	E coli growth	CAL PDZ FP-1	phage Ecoli inh	AddAB inh	Tat export inh	SR-BI DiI inh	MITF act	Wnt act	CAL PDZ FP-2
CCOC(=O)CN1C(=O)N[C@@H](c2cccc(C(F)(F)F)c2)[C@@H](C(=O)OC)[C@H]1C	5	-0.4	-0.3	3.7	-0.3	4	-5	-8	-1	-3
Cn1nnnc1SCC(=O)Nc1ccc(C(=O)N2CCN(Cc3ccccc3F)CC2)cc1	-1	-0.7	-1.1	0.4	2.2	-6	1	-12	-1	-3
O=C(CCN1C(=O)C2C3CCC(C3)C2C1=O)OCC(=O)c1ccccc1 (stereo not drawn)	25	x	-2.6	3.8	x	-11	-25	-4	0	-4

Returning to the listing with the 2 entries that preceded the break.
SMILES	SR-BI uptake up	E coli growth	CAL PDZ FP-1	phage Ecoli inh	AddAB inh	Tat export inh	SR-BI DiI inh	MITF act	Wnt act	CAL PDZ FP-2
COC(C/C=C/C(=O)[C@@H](C)OCc1ccccc1)OC	12	-1.7	-1.2	0.2	2.1	-1	-12	-12	2	1
O=C1CSC(c2ccccc2)N1c1ccc(F)cc1F (stereo not drawn)	-6	0.2	-0.2	1.4	-0.7	-3	6	11	0	-1
CCN(CC)C(=O)Cn1c(=O)n(CCCCCC(=O)Nc2ccccc2)c(=O)c2sccc21	0	1.6	0.4	3.1	0.5	4	0	-5	-1	6
CC(NC(=O)c1ccc(Br)o1)c1ccccc1 (stereo not drawn)	9	-0.2	-0.6	2.5	-0.4	-1	-9	12	0	7
CCCCCn1c(=N)c(S(=O)(=O)c2ccc(Cl)cc2)cc2c(=O)n3cccc(C)c3nc21	23	2.5	-3.0	x	4.0	12	-23	-1	x	-3
CC1CCC(NC(=O)c2ccc3c(c2)S(=O)(=O)c2ccccc2C3=O)CC1 (stereo not drawn)	-14	-2.6	43*	3.0	0.6	-8	14	8	-1	4
CCC(=O)N[C@@H]1CC(C(C)(C)NC(=O)CC)CC=C1C (stereo partly drawn)	5	-0.3	0.9	-0.2	3.6	-7	-5	x	2	-1
CCOC(=O)c1c(NC(=O)C2CCCO2)sc(C(N)=O)c1C (stereo not drawn)	13	0.3	-1.8	3.5	1.6	-9	-13	2	-4	-1
CN1C[C@@H]2[C@@H]3C(=O)N(Cc4ccccc4)C(=O)[C@@H]3[C@](C)(C1=O)N2C(=O)c1ccc(C(F)(F)F)cc1	9	x	-2.4	1.4	x	5	-9	-9	-3	-1
O=S(=O)(c1cnccc1N1CCN(/N=C/c2ccccc2)CC1)N1CCCCC1	-19	0.1	0.5	4.0	2.3	10	19	-3	x	x
CCOC(=O)c1cc(C)sc1NC(=O)CSC1=NCCS1	-9	1.0	-1.0	3.7	-1.5	-1	9	-7	-1	x
CCS(=O)(=O)N1CCC2(CC1)OCCN2S(=O)(=O)c1ccc(OC)cc1	43	x	0.1	-0.2	x	-3	-43	5	x	-6
COc1ccc2ccccc2c1CNC(=O)CC1C(=O)NCCN1CC(C)(C)C (stereo not drawn)	-5	2.1	0.2	0.8	-0.8	6	5	-9	-1	-2
Cc1ccc(N2C(=O)CCC2=O)c(C)c1	19	-1.8	0.4	4.0	-0.6	5	-19	-5	2	-4
CC(C)c1ccc(NC(=O)C2CC(=O)Nc3nc4ccccc4n32)cc1 (stereo not drawn)	7	-0.3	0.6	3.7	-0.3	-4	-7	-1	1	-7
CC(C)(C)OC(=O)NCCc1nnc(SCc2c(Cl)cccc2Cl)o1	5	-3.6	-0.7	1.2	-0.3	6	-5	x	x	-1
CCCc1nc2ccccc2n1CCOc1ccccc1	-8	2.4	0.1	2.3	-1.7	-3	8	-3	-1	-2
CC(=O)c1cccc(NC(=S)NC(=O)c2cccc(C)c2)c1	-13	0.0	-1.0	3.9	1.3	-6	13	109*	29	-1
CC(C)CCNC(=O)C1CCC(CNc2c(N3CCCC3)c(=O)c2=O)CC1 (stereo not drawn)	x	1.3	-2.1	2.8	0.8	-1	x	10	1	-1
Cc1ccccc1/C=C\c1nc2ccccc2c(=O)[nH]1	-37	2.7	-0.6	1.2	2.2	2	37	25	24	-1
O=C(NCc1ccccc1)C1c2ccccc2Oc2ccccc21	27	-0.6	-0.6	1.3	1.2	-7	-27	-7	1	-3
NC(=O)c1ccc(C(=O)N/N=C/c2cccc(Oc3ccccc3)c2)cc1	-13	x	-2.3	-1.0	x	10	13	7	-1	-1
COc1cc2c(cc1OC)CN(C(=O)c1cc(S(=O)(=O)N3CCOCC3)c(Cl)cc1Cl)CC2	-30	-0.4	-1.5	1.4	-0.6	0	30	-4	-1	6
CN(CCc1ccccc1)C(=O)c1ccc(NC(=O)Cc2ccc(NC(=O)C3CCCN(S(=O)(=O)c4cccc([N+](=O)[O-])c4)C3)cc2)cc1 (stereo not drawn)	-10	x	0.3	0.0	x	2	10	-24	-3	0
Nc1nc(-c2cc(O)ccc2[N+](=O)[O-])cc(-c2ccccc2)c1[N+](=O)[O-]	-34	x	-2.4	-2.3	x	4	34	x	-4	-18
COc1ccc(Nc2nc(NCCN3CCOCC3)nc(Nc3ccc(OC)cc3)n2)cc1	20	-1.6	1.0	-0.4	-1.2	-4	-20	19	3	-4
Cc1cc(OCC(=O)Nc2ccc(N3CCN(C)CC3)cc2)ccc1Cl	0	-0.3	-0.5	3.5	6.5	2	0	55	11	-6
CCCCc1cc(=O)oc2cc(OCc3cc(OC)c(OC)c(OC)c3)c(Cl)cc12	28	-0.2	0.6	3.1	0.7	-6	-28	x	-3	x
COc1ccc(-c2nc3ccccc3o2)cc1OC	-9	0.2	44*	-1.0	1.9	3	9	22	-1	-4
CCC(C)NC(=O)C1CCN(c2nc(OC)nc(OC)n2)CC1 (stereo not drawn)	2	-2.2	-0.7	2.6	2.3	-4	-2	-2	-4	-3
CCOC(=O)c1c(NC(=O)CSc2nc3nc(C)cc(C)n3n2)sc(CC)c1C	-7	0.5	-2.2	2.5	2.8	6	7	5	0	-1
COc1ccc(NC(=O)CCS(=O)(=O)c2cc3c(cc2C)NC(=O)CO3)cc1	-7	-1.6	1.0	3.0	1.3	14	7	-1	8	x
COc1ccc(C)cc1S(=O)(=O)N1CC(C)OC(C)C1 (stereo not drawn)	3	-0.2	-0.1	4.7	5.5	0	-3	-4	-1	-1
COc1ccccc1OCc1nc(-c2ccc([N+](=O)[O-])cc2)no1	-13	1.6	0.0	2.4	2.1	-9	13	32	13	-1
CC1(C)Oc2ccc(C(=O)NC3CC3)cc2N(CC(=O)N2CCOCC2)C1=O	-17	-0.9	-0.8	4.2	-1.0	-5	17	x	x	0
C=CCNC(=O)c1onc(CSc2ccccc2CC)c1C(=O)O	10	0.5	-0.2	2.4	-1.3	0	-10	-12	-4	0
Oc1ccc2ccccc2c1N=Nc1ccccn1	-20	31*	1.9	27*	26*	4	20	x	-1	x
CSc1ccc(OC2CCCCC2NS(=O)(=O)c2ccccc2)cc1 (stereo not drawn)	-1	-0.8	-1.5	3.8	3.8	12	1	-11	-1	-1
CC(C)(C)c1csc(NC(=O)c2cccnc2)n1	1	x	-1.8	1.1	x	3	-1	x	1	-1
O=C(COC(=O)C1CC1)Nc1ccc(OC(F)F)cc1	x	1.8	-1.5	2.3	6.0	-4	x	x	13	-2
O=C1c2ccccc2NC(c2ccco2)N1O (stereo not drawn)	10	0.0	-1.5	3.8	1.2	-1	-10	6	x	-3
O=C(NC(=S)NN1CCCCC1c1cccnc1)c1ccc(Br)cc1 (stereo not drawn)	2	-2.4	-1.7	-0.1	1.5	0	-2	7	3	0
